Source: PubChem BioAssay (Sanford-Burnham Center for Chemical Genomics)
mIAP inh: blocks mouse intestinal alkaline phosphatase; purified mouse IAP, CDP-Star luminescence, 30 min; inhibition, % at 10 µM; hit rate 0.2% among 330,000; AID 2806;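 active = inhibition of at least 40% at 10 µM in the primary screen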;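 also: plate controls were DMSO with enzyme for no effect and no enzyme wells for full effect; values of inactives mirror those of a sister screen read the other way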
tim10-1 inh: tim10-1 yeast growth inhibition; inhibition, % at 20 µM; AID 463190; S. cerevisiae tim10-1 ts strain growth, BacTiter-Glo, 24 h; hit rate 2.2% among 330,000;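 active = inhibition of at least 40%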;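 also: mutant grown at 25 °C; 0% = DMSO wells with yeast and 100% = wells holding no yeast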
NALP3 yeast inh: NALP3 inhibition in yeast. Yeast reconstituted NLRP3/ASC/caspase-1, beta-gal luminescence, 24 h. inhibition, % at 10 µM. hit rate 0.39% among 330,000. AID 2825;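 active = inhibition of 50% or more; inactive = inhibition below 50%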;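 also: plate controls were induced DMSO wells for no effect and uninduced yeast grown without galactose for full effect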
hIAP activ: human IAP activation; hit rate 0.16% among 330,000; P09923; activation factor at 10 µM; purified human IAP, CDP-Star luminescence, 30 min; stronger effect = higher value; 1 = vehicle-only enzyme, 0 = enzyme-free background;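 active = activation factor of the enzyme at least 2-fold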; also: the source names both 10 and 20 µM as test concentration; values of inactives mirror those of a sister screen read the other way
Target sequence (P09923 whole entry, looked up): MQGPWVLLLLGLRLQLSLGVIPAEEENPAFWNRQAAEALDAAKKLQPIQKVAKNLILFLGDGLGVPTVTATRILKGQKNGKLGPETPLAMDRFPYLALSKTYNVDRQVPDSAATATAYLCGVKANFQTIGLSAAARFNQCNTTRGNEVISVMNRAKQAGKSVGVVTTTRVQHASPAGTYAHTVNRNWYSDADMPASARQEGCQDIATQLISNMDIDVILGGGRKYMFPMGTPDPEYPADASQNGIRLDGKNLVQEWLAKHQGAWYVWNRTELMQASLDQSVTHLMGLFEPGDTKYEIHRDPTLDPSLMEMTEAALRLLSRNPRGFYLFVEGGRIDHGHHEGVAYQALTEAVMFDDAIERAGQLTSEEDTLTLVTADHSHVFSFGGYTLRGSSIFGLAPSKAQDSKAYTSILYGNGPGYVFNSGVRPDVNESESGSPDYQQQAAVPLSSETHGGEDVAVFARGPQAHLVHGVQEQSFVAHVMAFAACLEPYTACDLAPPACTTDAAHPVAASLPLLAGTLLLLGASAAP
Apaf1 inhib: human Apaf-1 inhibition. inhibition, % at 20 µM. AID 489030. hit rate 0.71% among 330,000. O14727. reconstituted apoptosome caspase-3 activity, DEVD-Rh110 fluorescence; active = inhibition of at least 40% at 20 µM;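 also: plate controls were DMSO wells for no effect and DEVD-CHO caspase inhibitor wells for full effect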
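System: Apoptosome proteins | Medium: Hepes pH 7.5 with detergent and BSA | Also added: Cytochrome c trigger plus (Z-DEVD)2-Rh110 caspase-3 substrate | Incubation: 30 min compound preincubation, 50 min activation, room temperature | Detection: Rhodamine 110 fluorescence at Ex 480/Em 540 nm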
TIM10 inh: growth inhibitors of TIM10 yeast strain; hit rate 1.4% among 330,000; S. cerevisiae TIM10 strain growth, BacTiter-Glo luminescence, 24 h; inhibition, % at 10 µM;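 active = inhibition of 40% or more at the single tested concentration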;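 also: wild-type TIM10 isogenic control strain grown at permissive 25 °C; 0% = DMSO yeast wells and 100% = minimal medium wells without yeast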
hIAP block: human IAP inhibition | P09923 | purified IAP, CDP-Star luminescence, 30 min | inhibition, % at 10 µM | hit rate 0.12% among 330,000;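 active = inhibition reaching a set limit with compound at 10 µM in the primary screen, cut at about 35% in these data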;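 also: plate controls were DMSO wells with enzyme for no effect and no-enzyme buffer wells for full effect; values of inactives mirror those of a sister screen read the other way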
ATG4B inh: ATG4B (human) cysteine protease inhibition; Q9Y4P1; hit rate 0.51% among 340,000; ATG4B cleavage of LC3-PLA2, NBD-HPC fluorescence, 1 h; AID 504462; inhibition, % at 8.33 µM; in the data active = inhibition above about 40%
Target sequence (Q9Y4P1 whole entry, looked up): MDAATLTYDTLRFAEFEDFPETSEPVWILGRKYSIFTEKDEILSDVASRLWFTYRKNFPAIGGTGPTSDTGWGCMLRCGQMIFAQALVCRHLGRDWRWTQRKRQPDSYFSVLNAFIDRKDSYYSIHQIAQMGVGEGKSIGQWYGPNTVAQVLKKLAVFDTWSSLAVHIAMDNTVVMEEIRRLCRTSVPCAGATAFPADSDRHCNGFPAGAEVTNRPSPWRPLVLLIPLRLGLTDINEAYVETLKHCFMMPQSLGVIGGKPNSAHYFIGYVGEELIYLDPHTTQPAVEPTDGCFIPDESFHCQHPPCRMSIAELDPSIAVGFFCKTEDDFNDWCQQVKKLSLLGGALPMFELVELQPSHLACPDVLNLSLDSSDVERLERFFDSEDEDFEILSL
mIAP act: increases mouse intestinal alkaline phosphatase activity; muIAP, CDP-Star luminescence, 30 min; stronger effect = higher value; 1 = vehicle-only enzyme signal, 0 = enzyme-free wells; hit rate 0.24% among 330,000; activation factor at 10 µM;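 active = activation factor of at least 2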; also: the source names both 10 and 20 µM as test concentration; values of inactives mirror those of a sister screen read the other way
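Assay system: mouse IAP enzyme; reagent: chemiluminescent substrate CDP-Star; dosing: test compounds delivered from DMSO solution; schedule: 30 min at room temperature; measured by: luminescence from enzymatic CDP-Star hydrolysis; controls: DMSO-only wells and no-enzyme negative control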
Starred values were filed as active, the others as inactive; x = no result given.

smiles	mIAP inh	tim10-1 inh	NALP3 yeast inh	hIAP activ	Apaf1 inhib	TIM10 inh	hIAP block	ATG4B inh	mIAP act
COc1ccc(S(=O)(=O)N(C)C[C@H]2Oc3ccc(NC(=O)CCC(F)(F)F)cc3C(=O)N([C@H](C)CO)C[C@@H]2C)cc1	-21	-7	5	1.2	8	-9	-15	-11	1.2
CN(C)CCNC(=O)Cn1ccc2cc(S(=O)(=O)N3CCCCCC3)ccc21	5	-5	5	1.2	-9	1	-21	5	0.95
O=C(NCc1ccccn1)C(=O)NCC(c1ccco1)N1CCOCC1 (stereo not given)	4	10	5	1.2	-20	-1	-17	-2	0.96
CC(C)(C)c1ccc(-c2nc(C=O)c3ccccn23)cc1	-1	33	13	0.82	-3	38	18	-6	1
CCn1cc(C(=O)NCc2cccc(F)c2)c(=O)c2cc(F)c(N3CCN(C(=O)c4ccco4)CC3)cc21	4	26	16	0.95	37	-3	5	-4	0.96
N/N=C(\c1ccccc1)c1cc(Br)ccc1N	4	35	17	1.1	7	38	-11	-2	0.96
CC(=O)c1cccc(-n2c(CCC(=O)O)ccc2-c2ccc(C)cc2)c1	6	22	13	1	7	6	-1	-3	0.94
COc1ccc(C(=O)Nc2ccc(N3CCCC3)cc2)cc1Br	5	-5	32	1	21	-1	0	0	0.95
CC(=O)Nc1c(O)nc(SCc2ccc(Cl)cc2)[nH]c1=O	3	5	11	0.93	-11	-4	7	-3	0.97
COCCCNC(=O)Cn1c(=O)n(Cc2ccc(F)cc2)c(=O)c2sccc21	-5	0	28	1.2	-1	0	-16	3	1.1

Continued.
smiles	mIAP inh	tim10-1 inh	NALP3 yeast inh	hIAP activ	Apaf1 inhib	TIM10 inh	hIAP block	ATG4B inh	mIAP act
Cc1ccc(S(=O)(=O)n2[nH]c(=O)cc2N)cc1	-9	-3	6	0.91	0	2	9	6	1.1
Cc1cccc(OCCCC(=O)Nc2ccc3c(c2)OCO3)c1	0	-6	21	0.93	-26	-2	7	-6	1
CC(C)(CCl)C(=O)Nc1ccc(Sc2ccc(F)cc2)cc1	-9	53*	17	0.92	0	42*	8	-1	1.1
COc1ccc(CCNC(=O)C(=O)NCc2ccccn2)cc1	1	-4	1	1	-6	-9	-1	-5	0.99
CC(O)(CS(=O)(=O)Cc1ccc(Cl)cc1)C(=O)Nc1cccc(C(F)(F)F)c1 (stereo not given)	-1	23	11	0.86	13	6	14	-1	1
CC(C)(C)OC(=O)[C@H](Cc1ccccc1)NC(=O)c1nc[nH]c1C(=O)N1CCN(C(=O)OC(C)(C)C)CC1	41*	2	-3	1.4	16	11	-36	-8	0.59
Cc1ccc(NC(=O)c2cnc(SCC(=O)NCC3CCCO3)n(C)c2=O)cc1 (stereo not given)	1	33	11	1	7	15	-4	11	0.99
CCn1cc[n+](C)c1P(c1ccccc1)c1ccccc1	-3	-16	-12	0.81	-4	-8	18	1	1
Cn1c(=O)c2sccc2n2c(CCCC(=O)N3CCN(c4ccccn4)CC3)nnc12	-3	20	2	0.98	-7	1	2	-1	1
O=[N+]([O-])/C(C(Cl)=C(Cl)Cl)=C(\Nc1ccc(F)cc1)n1cncn1	7	38	8	0.88	-22	35	12	x	0.93

Remaining list, next part
smiles	mIAP inh	tim10-1 inh	NALP3 yeast inh	hIAP activ	Apaf1 inhib	TIM10 inh	hIAP block	ATG4B inh	mIAP act
O=C(O)c1ccccc1-c1ccccc1C(=O)Nc1ccc(F)cc1	1	1	13	0.96	-12	-16	4	-5	0.99
O=C(Nc1cccc(Cl)c1)c1cc(N=Nc2ccc([N+](=O)[O-])cc2Cl)ccc1O	26	70*	57*	0.61	35	40	38*	16	0.74
Cc1cc(C)n(-c2nc(Nc3ccccc3C)nc(-n3nc(C)cc3C)n2)n1	9	34	12	0.85	30	20	15	x	0.91
Cc1ccc(OC(=O)c2oc3ccc(F)cc3c2C)c(C)c1	2	18	14	0.87	11	8	13	10	0.98
CN(C)S(=O)(=O)c1ccc(N2CCCC2)c(C(=O)NNC(=O)COc2cccc(F)c2)c1	8	-17	1	1.4	-3	-2	-39	3	0.92
Cc1ccc(C)c(Cn2c3ccccc3c3cnn(CC(=O)NCCN4CCOCC4)c(=O)c32)c1	4	16	2	0.97	8	-2	3	-6	0.96
CS(=O)(=O)N1CCC(C(=O)Nc2cc(Cl)ccc2Cl)CC1	8	6	-8	0.96	-5	10	4	-10	0.93
CCOC(=O)CCCNS(=O)(=O)c1c(C)ccc2nsnc12	-2	4	9	1	0	3	0	2	1
COCC(=O)N1CCC(Oc2ccc(C(=O)NCc3cc(C(C)C)no3)cc2)CC1	-12	12	21	1.1	8	12	-13	3	1.1
CC1=C(C)CC(C(=O)Nc2nccs2)C(C(=O)O)C1 (stereo not given)	6	-7	16	1	-19	16	0	-1	0.94

Next part, overlapping the part above by two compounds.
smiles	mIAP inh	tim10-1 inh	NALP3 yeast inh	hIAP activ	Apaf1 inhib	TIM10 inh	hIAP block	ATG4B inh	mIAP act
COCC(=O)N1CCC(Oc2ccc(C(=O)NCc3cc(C(C)C)no3)cc2)CC1	-12	12	21	1.1	8	12	-13	3	1.1
CC1=C(C)CC(C(=O)Nc2nccs2)C(C(=O)O)C1 (stereo not given)	6	-7	16	1	-19	16	0	-1	0.94
COC(=O)[C@]12C(=O)NC[C@H](CN1c1ccc(Cl)c(C)c1)N2C	4	10	1	0.92	4	0	8	-4	0.96
CC(=O)c1cccc2c(O)c(C3=Nc4ccccc4C3=O)[nH]c12	14	73*	9	0.94	14	63*	6	-13	0.86
CC(C)NC(=O)CSc1nnc(-c2ccc3ncccc3c2)n1C	2	-8	16	1.1	-17	6	-8	7	0.98
COC(=O)c1cc(-c2cccs2)[nH]n1	3	1	25	1.2	-12	-1	-16	-9	0.97
COc1ccc(C)cc1N(CC(=O)NC(C)c1ccccc1)S(C)(=O)=O (stereo not given)	8	3	-6	0.89	0	14	11	-9	0.92
C=CC[C@H](CC(=O)N(CCO)Cc1ccccc1)C(=O)N[C@H](COC(=O)[C@@H](CC=C)Cc1ccc(F)cc1)Cc1c[nH]c2ccccc12	-6	17	6	1.1	25	12	-6	-7	1.1
O=C(CCN1C(=O)S/C(=C\c2ccc(F)cc2)C1=O)Nc1ccc(O)cc1C(=O)O	4	14	-16	1.1	3	22	-7	-3	0.96
FC(F)(F)c1cccc(Cc2noc(CN3CCCC(OCc4ccccn4)C3)n2)c1 (stereo not given)	-5	23	13	1.1	4	37	-6	9	1
CC1(C)C([N+](=O)[O-])C(c2ccc(F)cc2)NC(c2ccc(F)cc2)C1[N+](=O)[O-] (stereo not given)	2	37	-2	0.91	15	23	10	-3	0.98
CC(C)(C)n1ncc2c(=O)n(CC(=O)Nc3ccc4c(c3)OCO4)cnc21	6	-3	3	1	-1	4	-1	-2	0.94

The list goes on.
smiles	mIAP inh	tim10-1 inh	NALP3 yeast inh	hIAP activ	Apaf1 inhib	TIM10 inh	hIAP block	ATG4B inh	mIAP act
O=C(N/N=C\c1cccnc1)c1cc(-c2ccc(Cl)s2)[nH]n1	-3	-28	-8	1.7	8	-21	-67	-2	1
Cc1cc(=O)oc2cc(OCC(=O)Nc3ccc(F)cc3F)ccc12	4	1	10	0.86	-1	-8	14	1	0.96
Cc1nc2ccccn2c1/C(O)=C1\C(=O)C(=O)N(CCCn2ccnc2)C1c1ccncc1 (stereo not given)	-15	10	3	1.1	7	-7	-12	11	1.1
CCOc1ccc(S(=O)(=O)Nc2cc(Sc3ncn[nH]3)c3oc(=O)sc3c2)cc1	72*	21	16	0.87	-6	-2	13	x	0.28
O=C(NCCC1CCCCN1S(=O)(=O)c1ccc(F)cc1)C(=O)Nc1ccccc1F (stereo not given)	-2	17	25	1.1	23	11	-10	-6	1
COc1cc(CC(=O)O)ccc1OCc1ccccc1	-4	-19	3	1.2	-20	-18	-16	-1	1
CC(=O)c1ccc(OCC(O)CN2CCN(S(=O)(=O)c3c(C)c(C)cc(C)c3C)CC2)cc1 (stereo not given)	0	25	5	0.97	17	25	3	-32	1
CC(=O)Nc1ccc(S(=O)(=O)N(C)CCOCc2ccccc2)cc1	0	21	15	0.62	0	13	38*	0	0.99
O=C(CSc1nnc(CNC(=O)c2ccco2)o1)Nc1ccc(Br)cc1	3	2	9	1.1	3	10	-7	3	0.97
O=C(c1cc2ccccc2o1)N(C1CC1)C1(C(=O)Nc2ccccc2)CCCC1	-11	17	7	0.99	24	3	1	-10	1.1

New compounds follow
smiles	mIAP inh	tim10-1 inh	NALP3 yeast inh	hIAP activ	Apaf1 inhib	TIM10 inh	hIAP block	ATG4B inh	mIAP act
Cn1c(=O)[nH]c(=O)c2cc(C(=O)c3cc(F)ccc3O)cnc21	-1	14	9	1.1	7	-3	-5	-4	1
O=C(CN1C(=O)C2CC=CCC2C1=O)Nc1nc2ccccc2s1 (stereo not given)	-8	-3	14	1	-14	4	-3	-1	1.1
Cc1ccc(-c2nn(-c3ccccc3)cc2C(=O)NC2CCC(O)CC2)cc1 (stereo not given)	-3	-8	14	0.88	2	-2	12	-8	1
O=C(N/N=C/c1ccc([N+](=O)[O-])cc1)c1cc(-c2ccc3c(c2)OCO3)n[nH]1	7	-3	-2	0.97	-32	5	3	-8	0.93
Nc1ncnc2nc(N3CCN(C(=O)c4ccccc4)CC3)[nH]c12	2	11	6	1.1	8	-10	-9	-16	0.98
CCOC(=O)c1ccc(NC(=O)c2ccccc2)cc1	3	13	42	1.2	-25	18	-18	-17	0.97
N#C/C(=C\c1cc([N+](=O)[O-])ccc1Cl)C(N)=O	-3	33	1	0.91	-3	-4	9	3	1
Brc1ccccc1OCCCOc1cccc2cccnc12	17	11	19	1.1	21	35	-10	16	0.83
Cc1nn(Cc2c(F)cccc2Cl)c(C)c1[N+](=O)[O-]	9	6	-10	0.95	-4	10	5	20	0.91
CCN(C(=O)COC(=O)c1nn(-c2ccccc2)c(=O)c2ccccc12)C1CCS(=O)(=O)C1 (stereo not given)	-4	7	-10	1.1	-9	-4	-7	0	1

(continued)
smiles	mIAP inh	tim10-1 inh	NALP3 yeast inh	hIAP activ	Apaf1 inhib	TIM10 inh	hIAP block	ATG4B inh	mIAP act
O=C(OC1CCN(c2ncc(C(F)(F)F)cc2Cl)CC1)c1ccc(Cl)cc1	11	14	-11	0.92	-3	4	8	-8	0.89
CCOC(=O)c1sc(NNC(=O)c2ccc(F)cc2)nc1C	3	9	16	1.5	6	7	-52	0	0.97
O=c1c2[nH]c3ccccc3c2ncn1C1CCCCC1	2	6	37	1	21	-5	-1	-5	0.98
Cn1c(C2CC(=O)N(Cc3ccccc3)C2)nc2ccccc21 (stereo not given)	-9	16	17	0.8	-4	-13	20	-5	1.1
CCO[C@H]1OC(C(=O)N2CCN(Cc3ccc4c(c3)OCO4)CC2)=C[C@@H](c2ccc3c(c2)OCO3)[C@@H]1CCCO	8	-9	10	0.91	9	-5	9	2	0.92
O=C(COc1ccc(Cl)cc1)N(Cc1ccc(F)cc1)C1CCS(=O)(=O)C1 (stereo not given)	4	12	13	1.3	9	6	-28	-7	0.96
CCc1ccccc1NC(=O)CCCN1C(=O)C2CC=CCC2C1=O (stereo not given)	-5	6	8	0.91	3	3	9	-3	1.1
CCCCCCCCN1C(=O)N(C)C(N(O)C(=O)NC)C1(C)C (stereo not given)	3	0	17	1.1	4	8	-5	0	0.97
COc1ccc(CCNS(=O)(=O)CCNC(=O)c2ccc3c(c2)OCO3)cc1	-1	12	7	0.97	-4	10	3	-5	1
CC(C)(C)SCCNS(=O)(=O)c1ccc(Cl)cc1	5	32	16	1	17	7	-2	-2	0.95

Compounds were not picked by outcome; any-hit rate near 4.5%.
